procasp7 counter: counter-screen: procaspase-7 (human) activation. P55210. recombinant procaspase-7, Ac-DEVD-pNA absorbance 405 nm; D23A/D198A/D206A triple mutant, cannot self-cleave; scale: DMSO 0, 5 µM enzyme 100. 0.093% of 330,000 active. AID 463210. activation, % at 8.5 µM;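 active = percent activation above the screen-wide mean plus 3 SD, cut at about 25% in these data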
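System: Uncleavable procaspase-7 mutant enzyme; Amount: 2 µM procaspase-7 mutant as dispensed; Schedule: 1 h compound preincubation, 2 h substrate cleavage, 25 °C; Measured by: 405 nm absorbance of p-nitroaniline; Evaluation: percent activation from buffer-corrected 0–120 min absorbance change; Control set: low DMSO alone, high DMSO plus 5 µM PC-7.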
AHR activator: human AHR activation; 2.5% of 320,000 active; AID 2796; activation, % at 5 µM; AHR-responsive luciferase reporter cells, luminescence; P35869; in the data active = activation above about 47%;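 also: 0% = vehicle wells and 100% = reference agonist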
Target sequence (P35869 whole entry, looked up): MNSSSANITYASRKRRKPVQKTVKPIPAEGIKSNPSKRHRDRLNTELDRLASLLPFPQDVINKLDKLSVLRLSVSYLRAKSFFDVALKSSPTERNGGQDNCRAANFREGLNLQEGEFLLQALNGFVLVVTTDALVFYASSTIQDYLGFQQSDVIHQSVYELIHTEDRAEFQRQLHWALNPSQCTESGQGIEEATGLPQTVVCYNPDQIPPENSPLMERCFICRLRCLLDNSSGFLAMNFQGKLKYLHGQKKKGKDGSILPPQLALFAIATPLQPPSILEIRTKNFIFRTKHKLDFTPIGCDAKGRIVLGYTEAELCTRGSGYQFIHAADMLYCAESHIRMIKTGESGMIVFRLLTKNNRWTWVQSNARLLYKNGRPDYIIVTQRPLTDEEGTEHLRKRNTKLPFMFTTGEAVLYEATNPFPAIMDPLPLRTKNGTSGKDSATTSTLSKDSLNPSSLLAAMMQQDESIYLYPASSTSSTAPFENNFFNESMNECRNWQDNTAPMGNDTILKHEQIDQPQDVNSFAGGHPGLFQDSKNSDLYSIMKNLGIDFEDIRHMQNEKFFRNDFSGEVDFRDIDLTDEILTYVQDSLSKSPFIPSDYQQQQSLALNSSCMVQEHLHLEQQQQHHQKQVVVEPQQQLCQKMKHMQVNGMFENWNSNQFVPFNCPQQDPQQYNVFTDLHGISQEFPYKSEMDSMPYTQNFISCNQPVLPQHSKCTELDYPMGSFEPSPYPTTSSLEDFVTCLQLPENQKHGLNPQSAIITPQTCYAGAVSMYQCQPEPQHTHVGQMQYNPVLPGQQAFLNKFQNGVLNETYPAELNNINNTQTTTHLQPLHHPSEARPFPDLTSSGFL
CIT2-GFP yeast: alters CIT2-GFP fluorescence in TOR pathway yeast screen. S. cerevisiae CIT2-GFP strain, flow cytometry, 3 h; 100 means same as DMSO wells. GFP response vs DMSO, % at 10 µM. 0.065% of 320,000 active;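 active = GFP response relative to DMSO above a set limit, near the screen mean plus 3 SD, cut at about 150% in these data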;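 also: ratio of well median GFP fluorescence to mean of DMSO wells on the plate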
procasp3 activ: activators of human procaspase-3; P42574; recombinant procaspase-3 D3A, Ac-DEVD-pNA absorbance 405 nm; activation, % at 8.5 µM; 0.11% of 330,000 active;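 active = activation above the mean of all tested compounds plus 3 SD, cut at about 21% in these data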;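 also: 0% = DMSO alone and 100% = DMSO wells spiked with extra 5 µM PC-3 D3A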
Target sequence (P42574 whole entry D9A/D28A/D175A): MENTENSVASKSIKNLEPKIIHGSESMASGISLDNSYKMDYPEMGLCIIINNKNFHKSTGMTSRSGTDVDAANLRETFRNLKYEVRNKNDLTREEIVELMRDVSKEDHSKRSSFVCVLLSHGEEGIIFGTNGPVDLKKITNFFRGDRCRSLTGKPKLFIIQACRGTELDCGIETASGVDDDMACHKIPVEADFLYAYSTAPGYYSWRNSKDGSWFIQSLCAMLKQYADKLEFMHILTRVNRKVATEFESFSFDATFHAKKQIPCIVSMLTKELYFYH
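Assay system – Procaspase-3 D3A mutant · Benchmarks – DMSO low control, extra-enzyme high control · Technique – 405 nm absorbance of p-nitroaniline, reads at 0 and 120 min · Doses – 8.5 µM nominal · Measure – % activation between DMSO and enzyme-spiked controls · Also added – Ac-DEVD-pNA chromogenic peptide substrate · Schedule – 1 h compound preincubation, 2 h substrate hydrolysis at 25 °C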
MEP2-GFP yeast: yeast TOR pathway MEP2-GFP modulation | 0.51% of 330,000 active | S. cerevisiae MEP2-GFP strain, flow cytometry GFP, 3 h; 100% = DMSO control level | GFP response vs DMSO, % at 10 µM | AID 2016;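 active = GFP response versus DMSO above a set limit, roughly screen mean plus 3 SD, cut at about 180% in these data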;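 also: median GFP fluorescence of the barcode-gated MEP2-GFP cells per well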
LAP4 TOR yeast: alters LAP4-GFP fluorescence in TOR pathway yeast screen | 0.34% of 320,000 active | GFP response vs DMSO, % at 10 µM | S. cerevisiae LAP4-GFP multiplex, flow cytometry GFP, 3 h; median GFP as percent of DMSO wells;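 active = GFP response vs DMSO above a set limit, about the screen mean plus 3 SD, cut at about 150% in these data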
AGP1-GFP MLPCN: alters AGP1-GFP fluorescence in TOR pathway yeast screen | S. cerevisiae AGP1-GFP multiplex flow cytometry, 3 h; GFP as percent of DMSO wells | GFP response vs DMSO, % at 10 µM | 0.02% of 320,000 active | AID 2066;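 active = GFP response relative to DMSO above a set limit, near screen average plus 3 SD, cut at about 150% in these data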;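 also: median GFP channel fluorescence of the gated AGP1 strain per well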
RPL19A TOR yeast: modulators of TOR pathway RPL19A-GFP in S. cerevisiae; S. cerevisiae RPL19A-GFP strain, flow cytometry, 3 h; stronger effect = lower value; percent response vs DMSO, % at 10 µM; 0.3% of 330,000 active; AID 2025;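 active = percent response vs DMSO below 50%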;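 also: median channel GFP fluorescence of the barcoded RPL19A-GFP strain; ratio of sample median GFP to plate DMSO average so 100% = DMSO; lower means less RPL19A-GFP as with rapamycin TOR inhibition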
* = called active by the depositor; x = no result given. Not a hit list, and some 3.5% of all compounds hit somewhere here.

A first look:
canonical_smiles	procasp7 counter	AHR activator	CIT2-GFP yeast	procasp3 activ	MEP2-GFP yeast	LAP4 TOR yeast	AGP1-GFP MLPCN	RPL19A TOR yeast
CCOCCCNS(=O)(=O)c1ccc2c(c1)CCN2C(C)=O	17	2	104	1	103	96	105	98
COC(=O)C1=C(CS(=O)(=O)c2ccc(Cl)cc2)NC(=O)NC1c1ccc(O)c(OC)c1 (stereo not drawn)	-2	0	101	4	103	102	100	97

The list itself (from the top)
canonical_smiles	procasp7 counter	AHR activator	CIT2-GFP yeast	procasp3 activ	MEP2-GFP yeast	LAP4 TOR yeast	AGP1-GFP MLPCN	RPL19A TOR yeast
CCOCCCNS(=O)(=O)c1ccc2c(c1)CCN2C(C)=O	17	2	104	1	103	96	105	98
COC(=O)C1=C(CS(=O)(=O)c2ccc(Cl)cc2)NC(=O)NC1c1ccc(O)c(OC)c1 (stereo not drawn)	-2	0	101	4	103	102	100	97
Cn1nc([N+](=O)[O-])nc1Oc1ccc2ccccc2c1	-10	-5	x	4	96	97	98	104
O=c1cc(-c2ccccc2)cc(-c2ccccc2)n1CCCO	-7	2	93	6	84	107	83	100
COc1cc(/C=C/C(=O)OCC(=O)NC(=O)C2COc3ccccc3O2)ccc1OC(F)F (stereo not drawn)	5	2	90	1	98	126	113	90
Oc1ccccc1C(=S)N1CCCCCC1	-21	11	89	-3	101	86	94	99
CC(C)[C@H](NC(=O)[C@@H]1Cc2ccccc2CN1)C(=O)Nc1ccc2c(c1)OCCO2	-11	-2	92	3	86	85	75	87
COc1ccc(CCC(=O)NC(C)C)cc1	3	2	101	7	98	95	102	104
COc1ccc(OC)c(-c2csc(NC(=O)CSc3nnnn3C)n2)c1	-4	0	94	17	86	92	89	86
COc1ccc(/C=C\c2onc(C)c2S(=O)(=O)N2CCC(C(=O)NCCC(C)C)CC2)cc1	2	-2	98	0	100	101	102	100
CCOc1ncccc1C(=O)OCC(=O)Nc1cccc(S(N)(=O)=O)c1	6	4	x	3	98	96	101	100
CCCCNC(=S)N(CCCO)Cc1cc2cc3c(cc2[nH]c1=O)OCCO3	-4	28	104	-8	99	95	101	97
O=C(CNC(=O)c1ccccc1)Nc1cccc(C(F)(F)F)c1	-7	1	96	5	97	89	92	98
CN(C)c1ccc(/C=C2\SC(=S)N(Nc3ncc(C(F)(F)F)cc3Cl)C2=O)cc1	-7	1	105	-8	117	112	102	95
CC(C)C(C)NC(=O)Cn1cnc2c(oc3ccccc32)c1=O (stereo not drawn)	-14	4	107	0	100	97	103	106
COc1ccc(S(=O)(=O)N2CCN(c3nc(C)cc(C)n3)CC2)cc1	5	1	84	2	104	108	92	98
CC(NC(=O)c1ccccc1)c1ccc(F)cc1 (stereo not drawn)	8	-1	87	-3	94	105	121	97
N=c1n(CC(=O)c2ccc(Br)cc2)c2ccccc2n1Cc1ccccc1	3	124*	93	-3	95	96	94	93
CCCCn1c(N)c(N(CCC(C)C)C(=O)CC2CCCC2)c(=O)[nH]c1=O	-1	0	95	4	103	104	99	95
COc1ccc(NC(=O)NCCC2=CCCCC2)cc1	8	18	102	-3	100	98	101	103
CCOc1ccc2nc(Cl)c(C3CC(c4ccccc4)=NN3C(=O)c3cccs3)cc2c1 (stereo not drawn)	-5	-1	110	2	112	94	105	105
CNC(=S)N1CCN(c2ccc(Cl)c(Cl)c2)CC1	2	-9	79	6	96	119	102	95
C#CCn1c(S(=O)(=O)Cc2ccc(F)cc2)nc(-c2ccccc2)c1-c1ccccc1	4	-2	108	9	103	100	104	99
Cc1oc(-c2ccc(Cl)cc2)nc1CN1CCC(C(=O)NCc2cccs2)CC1	-3	5	103	11	107	106	103	102
O=C(CN1C(=O)NC(Cc2ccccc2)(Cc2ccccc2)C1=O)NCC1CCCCC1	0	0	102	-1	101	97	103	99
COC(=O)CSc1nnc(CNS(=O)(=O)c2ccc(Cl)cc2)n1C	3	3	95	-2	103	114	103	104
CCc1ccc(C2CC(c3ccc(F)cc3)Nc3nc(N)nn32)cc1 (stereo not drawn)	8	-3	106	11	103	105	104	96
COc1ccc(N2CCN(CCNC(=O)c3ccc(NC(=O)C4CCCO4)cc3)CC2)cc1 (stereo not drawn)	-2	-3	104	5	102	93	108	100
COc1ccc(-c2cc(C3CCNCC3)[nH]n2)cc1	-14	0	112	1	106	100	102	102
O=C1C=CC(=O)N1c1ccc(OC(F)F)cc1	-29	0	72	-35	87	152*	77	87
O=c1oc2cc(O)c(Cl)cc2c2ccccc12	5	23	82	11	93	94	74	92
CC(OC(=O)c1ccco1)C(=O)NCc1ccc2c(c1)OCO2 (stereo not drawn)	-1	-1	103	-3	91	95	101	97
COc1ccc(NS(=O)(=O)c2csc(C(=O)N3CCCC3)c2)c(OC)c1	6	0	97	10	102	91	95	96
COCC(C)n1c(C)cc(C(=O)CSc2nnnn2C2CCCC2)c1C (stereo not drawn)	-1	-1	102	8	99	99	102	97
CCOc1ccc(N(Cc2nnc3n2CCCCC3)C(=O)Nc2cccc(C)c2)cc1	4	0	105	7	113	105	102	101
CCC(CO)NCc1ccc2c(c1)n(C)c(=O)n2C (stereo not drawn)	-7	4	97	2	99	107	106	96
CCCCc1c(C)nc2c(OC)cccc2c1SCC(=O)O	5	2	94	0	107	98	100	97
C=CCN1C=C2C(=O)C(C)(OC(=O)C3CCCC3)C(=O)C(c3ccccc3)=C2C=C1CCCC(=O)OC (stereo not drawn)	4	1	95	-1	104	96	102	106
CCN(CC(=O)Nc1c(F)cccc1F)C(=O)c1cn2ccccc2n1	1	-2	96	-4	96	95	95	91
CC1CC(=O)Nc2ccccc2N1C(=O)Cn1cnc2ccccc2c1=O (stereo not drawn)	3	0	102	-2	99	103	104	100
O=C1CCN(CCCc2ccccc2)CCN1CCO	-10	2	69	2	95	109	81	96
O=C(Cc1ccccc1)NCC(=O)OCC(=O)c1ccc(OC(=O)c2ccccc2)cc1	4	-4	101	1	96	97	98	x
Fc1ccccc1COc1ccc(C(=S)N2CCCC2)cc1	7	-6	96	1	102	102	94	99
COC(=O)c1ccc(S(=O)(=O)N2CCCN(Cc3cccc(Br)c3F)CC2)n1C	-4	-1	107	2	101	108	108	98
O=C(CCl)N(C1CCCC1)C1CCS(=O)(=O)C1 (stereo not drawn)	2	-3	104	-4	106	102	101	99
CCOC(=O)c1ccc(NC(=O)COc2ccc(S(=O)(=O)NC(C)(C)C)cc2)cc1	-2	8	101	7	101	97	109	101
Cc1c(C=O)c(C=O)c(C)n1Cc1ccccc1	-4	-1	100	4	93	x	95	98
CCOc1ccc(C(=O)CCC(=O)Nc2cccc(S(=O)(=O)N3CCCCC3)c2)cc1	0	1	100	10	102	92	96	99
CC(=O)C(C)Sc1nnc(-c2ccccc2F)n1C1CC1 (stereo not drawn)	-4	-2	92	9	90	84	91	95
O=C(O)C1=CC[C@@H](c2ccc(Cl)cc2)N(S(=O)(=O)c2ccc(Cl)cc2)[C@H]1c1ccc(Br)cc1	1	-1	104	4	114	109	104	95

15 of these compounds, reformatted.
Fields: procasp7 counter | AHR activator | CIT2-GFP yeast | procasp3 activ | MEP2-GFP yeast | LAP4 TOR yeast | AGP1-GFP MLPCN | RPL19A TOR yeast
CCC(CO)NCc1ccc2c(c1)n(C)c(=O)n2C (stereo not drawn)
    -7 | 4 | 97 | 2 | 99 | 107 | 106 | 96
CCCCc1c(C)nc2c(OC)cccc2c1SCC(=O)O
    5 | 2 | 94 | 0 | 107 | 98 | 100 | 97
C=CCN1C=C2C(=O)C(C)(OC(=O)C3CCCC3)C(=O)C(c3ccccc3)=C2C=C1CCCC(=O)OC (stereo not drawn)
    4 | 1 | 95 | -1 | 104 | 96 | 102 | 106
CCN(CC(=O)Nc1c(F)cccc1F)C(=O)c1cn2ccccc2n1
    1 | -2 | 96 | -4 | 96 | 95 | 95 | 91
CC1CC(=O)Nc2ccccc2N1C(=O)Cn1cnc2ccccc2c1=O (stereo not drawn)
    3 | 0 | 102 | -2 | 99 | 103 | 104 | 100
O=C1CCN(CCCc2ccccc2)CCN1CCO
    -10 | 2 | 69 | 2 | 95 | 109 | 81 | 96
O=C(Cc1ccccc1)NCC(=O)OCC(=O)c1ccc(OC(=O)c2ccccc2)cc1
    4 | -4 | 101 | 1 | 96 | 97 | 98 | x
Fc1ccccc1COc1ccc(C(=S)N2CCCC2)cc1
    7 | -6 | 96 | 1 | 102 | 102 | 94 | 99
COC(=O)c1ccc(S(=O)(=O)N2CCCN(Cc3cccc(Br)c3F)CC2)n1C
    -4 | -1 | 107 | 2 | 101 | 108 | 108 | 98
O=C(CCl)N(C1CCCC1)C1CCS(=O)(=O)C1 (stereo not drawn)
    2 | -3 | 104 | -4 | 106 | 102 | 101 | 99
CCOC(=O)c1ccc(NC(=O)COc2ccc(S(=O)(=O)NC(C)(C)C)cc2)cc1
    -2 | 8 | 101 | 7 | 101 | 97 | 109 | 101
Cc1c(C=O)c(C=O)c(C)n1Cc1ccccc1
    -4 | -1 | 100 | 4 | 93 | x | 95 | 98
CCOc1ccc(C(=O)CCC(=O)Nc2cccc(S(=O)(=O)N3CCCCC3)c2)cc1
    0 | 1 | 100 | 10 | 102 | 92 | 96 | 99
CC(=O)C(C)Sc1nnc(-c2ccccc2F)n1C1CC1 (stereo not drawn)
    -4 | -2 | 92 | 9 | 90 | 84 | 91 | 95
O=C(O)C1=CC[C@@H](c2ccc(Cl)cc2)N(S(=O)(=O)c2ccc(Cl)cc2)[C@H]1c1ccc(Br)cc1
    1 | -1 | 104 | 4 | 114 | 109 | 104 | 95

Going on with the list.
canonical_smiles	procasp7 counter	AHR activator	CIT2-GFP yeast	procasp3 activ	MEP2-GFP yeast	LAP4 TOR yeast	AGP1-GFP MLPCN	RPL19A TOR yeast
CCN(CC)c1ccc(/C=C2/C(=O)c3ccc(C(=O)O)cc3C2=O)cc1	-6	0	231*	1	365*	298*	124	134
COc1ccc(Cl)cc1-c1nc(SCC(=O)NC2CCS(=O)(=O)C2)n[nH]1 (stereo not drawn)	4	34	94	7	99	105	93	98
COc1ccc(CCNC(=O)C2CCN(S(=O)(=O)c3ccc(SC)cc3)CC2)cc1	-11	0	106	-4	109	93	106	105
CNC(=O)C(=O)NCC1OCCCN1S(=O)(=O)c1cccs1 (stereo not drawn)	0	0	94	-7	92	84	93	101
Cc1cc(NC(=O)COC(=O)c2ccc(S(=O)(=O)N3CCCc4ccccc43)cc2)no1	-4	3	82	3	108	105	92	100
CCN(CC)C(=O)Cn1cc(/C=C(\C#N)C(=O)N2CCN(c3ccccc3)CC2)c2ccccc21	-3	-4	105	1	101	99	101	x
COc1cc(NC(=O)c2ccc(C)cc2C)ccc1NC(=O)c1cc2ccccc2o1	7	3	107	-5	104	89	94	94
O=C(NC1CCCCC1)C(Cc1ccccc1)NS(=O)(=O)c1cccs1 (stereo not drawn)	-4	0	92	4	99	94	95	95
CCCCN(C(=O)c1c(CC)noc1C)c1c(N)n(CCCC)c(=O)[nH]c1=O	-1	0	101	3	107	109	112	105
COc1ccc2nc(SCC(=O)Nc3ccccc3C)[nH]c2c1	-9	14	97	2	98	98	100	100
CN(C)/C=N/NC(=O)c1ccccc1	-6	0	94	2	98	92	96	99
CCOC(=O)N1CCN(C(=O)CC(=O)Nc2ccc3nc4n(c(=O)c3c2)CCCCC4)CC1	8	-1	106	-1	103	104	107	106
